# Compound activity (PubChem)
# EphA4 KYL inhibition: inhibitors of EphA4 binding to KYL peptide, primary screen, biochemical, colorimetric, mouse EphA4 (AID 689); actives 0.1% (n = 62,000); inhibition, % at 10 µM; hits with a dose series show IC50 in µM; EphA4-AP binding to KYL peptide, pNPP A405; higher % means a stronger effect; in the data active = a potency from the dose series; inactive = the rest, 99 in 100 with inhibition below about 22%
# * = called active by the depositor.
SMILES,EphA4 KYL inhibition
Cc1ccc(N(CC2=NCCN2)c2cccc(O)c2)cc1,-17.1%
COC(=O)C1=C(C)NC2=C(C(=O)c3ccccc32)C1c1ccc(-c2ccccc2[N+](=O)[O-])o1 (stereo unspecified),-2.9%

# An excerpt; the hit share may differ from the screen's.
